Compound activity (PubChem BioAssay)
Growth percent in the NCI-60 one-dose screen (48 h, 10 µM unless noted): 100 = growth as untreated, 0 = no growth, -100 = all killed.
U251: U251 CNS tumor cells. hit rate 5.4% among 80,000
HCC-2998: HCC-2998 colon cancer. AID 1794799. hit rate 4.7% among 79,000
KM12: KM12 colon cancer cells; hit rate 5% among 82,000
SNB-75: SNB-75 CNS cancer. hit rate 5% among 79,000. AID 1794750
HCT-116: HCT-116 colon cancer | hit rate 7.3% among 82,000 | AID 1794798
SF-268: SF-268 CNS cancer cells; hit rate 3.1% among 82,000
SF-539: SF-539 CNS cancer; hit rate 6.8% among 81,000
SF-295: SF-295 CNS cancer cells. hit rate 5.6% among 79,000
SNB-19: SNB-19 CNS cancer cells. hit rate 2.5% among 81,000. AID 1794751
* marks the source's active call; other numbers are inactive results; / = not tested or not shown. Rule for the calls: active = growth percent below 10; inactive = the rest.

Results follow in this order: U251 | HCC-2998 | KM12 | SNB-75 | HCT-116 | SF-268 | SF-539 | SF-295 | SNB-19
1) O=C(OCc1ccccc1)n1nnc2ccccc21
    99 | 103 | 107 | 90 | 98 | 104 | 105 | 99 | 112
2) CC(=O)[C@H]1CC[C@H]2[C@@H]3CC[C@@]45O[C@@H]4C(=O)CC[C@]5(C)[C@H]3CC[C@]12C
    94 | 116 | 94 | 65 | 79 | 101 | 103 | 92 | 98
3) CCC(CCN(C)C)(OC(C)=O)c1ccccc1 (centres undefined)
    107 | 98 | 108 | 81 | 102 | 108 | 110 | 118 | 92
4) COc1ccc(/C=C2/SC(N3CCN(c4cccc(Cl)c4)CC3)=NC2=O)cc1OC
    97 | 104 | 99 | / | 92 | 99 | 100 | 99 | 92
5) CCCN1C(=O)c2c(F)c(F)c(F)c(F)c2C1=O
    94 | 103 | 103 | 90 | 98 | 99 | 97 | 91 | 83
6) O=C1CC(c2nc3ccccc3o2)CN1C1CCCCC1 (centres undefined)
    98 | 105 | 105 | 93 | 115 | 97 | / | 97 | 107
7) COc1cc2c(cc1OC)-c1ccc3cc4c(cc3c1N(CCN1CCCC1)C2)OCO4
    -56* | 16 | 17 | -3.1* | -84* | 20 | 4.2* | 4.4* | -5.6*
8) CCOC(=O)c1c2c(c(C)n1C)-c1nn(-c3ccc(OC)cc3)cc1CC2
    82 | 92 | 86 | 83 | 65 | 79 | 85 | 85 | 74
9) NC1=NC(Cn2nc(-c3ccccc3)c3ccccc3c2=O)=NNC(=O)N1
    / | 112 | 102 | 94 | 98 | 102 | 110 | 109 | 97
10) COc1cc(NCCC(C)=O)c([N+](=O)[O-])cc1OC
    105 | 97 | 99 | 99 | 104 | 107 | 107 | / | 109
11) O=[N+]([O-])c1ccc(-c2cn(-c3ccc(Cl)cc3)cn2)cc1
    100 | 99 | 91 | 109 | 91 | 99 | 88 | 97 | 114
12) COc1cc(-c2nc(SCCC(C)C)nc(Nc3ccc([N+](=O)[O-])cc3[N+](=O)[O-])c2C#N)cc(OC)c1OC
    94 | 112 | 103 | 82 | 97 | 104 | 95 | 99 | 101
13) CCCCS(=O)(=O)Nc1ccc(C(=O)NNC(C)=O)cc1
    97 | 102 | 102 | 101 | 98 | 105 | 100 | 102 | 104
14) CCSc1nc(N)c2c(c1C#N)C(O)(c1ccccc1)NC2=O (centres undefined)
    103 | 101 | 98 | 105 | 93 | 93 | 98 | 93 | 106
15) NS(=O)(=O)c1cccc(Nc2nc(SCC(=O)c3ccccc3)nc3ccccc23)c1
    100 | 100 | 94 | 87 | 98 | 99 | 99 | 103 | 98
16) CC(=O)OCCN(CCc1ccccc1)CCc1ccccc1
    106 | 105 | 102 | 94 | 103 | 93 | 106 | 103 | 108
17) COC(=O)C1=Nc2cc(OC)cc(OC)c2/C1=C\c1sc(N)nc1O
    71 | 91 | 83 | 81 | 61 | 80 | 84 | 87 | 71
18) CNC(=O)NCN1C(=O)c2cccc3cccc(c23)C1=O
    87 | 113 | 101 | 88 | 84 | 97 | 104 | 94 | 104
19) CCOC(=O)C1=NN(c2ccccc2)C(=O)C1N=Nc1ccc(NS(=O)(=O)c2nccs2)cc1 (centres undefined)
    / | 98 | 108 | 97 | 107 | 111 | 95 | 103 | 101
20) O=C(c1ccc(O)cc1)[C@@H]1[C@@H]2CCCN2[C@@]2(C(=O)N(C(=O)c3cccs3)c3ccccc32)[C@H]1c1ccc(F)cc1
    96 | 109 | 97 | 89 | 96 | 93 | 100 | 100 | 94
21) COc1cccc(N(C(C)=O)c2nc(OC(C)=O)c(C)s2)c1
    98 | 103 | 100 | / | 90 | 101 | 87 | 103 | 96
22) COc1ccc(CSC(=S)NNc2ccccc2)cc1
    97 | 101 | 108 | 86 | 99 | / | 111 | 111 | 90
23) COc1ccc(C(=O)OCCN(C)C)cc1
    92 | 106 | 101 | 66 | 100 | 105 | 99 | 100 | 100
24) COc1ccc(/C=N/Nc2cc(=O)[nH]c3ccc(Cl)cc23)cc1OC
    98 | 112 | 94 | 95 | 101 | 103 | 100 | 101 | 103
25) NCc1ccc(-c2nnc3n2N=C(c2ccccc2)CS3)cc1
    95 | 110 | 106 | 94 | 103 | 104 | 94 | 94 | 90
26) N=C1SCc2ccc3ccccc3c21
    102 | 108 | 110 | 66 | 98 | 101 | 86 | 102 | 97
27) CN1CCN(CC(=O)Nc2ccc3ncnc(Nc4ccc(Oc5cccc(C(F)(F)F)c5)c(Cl)c4)c3c2)CC1
    0.1* | -5.9* | 24 | 69 | 6.7* | 11 | -85* | -45* | 29
28) O=C(Nc1ccccc1)Nc1ccc([N+](=O)[O-])cc1
    82 | 85 | 72 | 92 | 70 | 97 | 90 | 82 | 87
29) CC(C)CCSc1nc(NC2CC2)c(C#N)c(-c2ccccc2)n1
    89 | 107 | 103 | 95 | 104 | 100 | 94 | 90 | 84
30) Oc1cccc(/C=N/N=C2c3ccccc3-c3ccccc32)c1
    98 | 104 | 86 | 87 | 100 | 99 | 96 | 103 | 104
31) CNc1ncn(-c2c(C)cccc2C)c(=O)n1
    / | 106 | 104 | 91 | 104 | 98 | 94 | 88 | 98
32) CCOC(=O)C1=C(C(=O)OCC)N(c2ccc(F)c(Cl)c2)C(N)=C(C#N)C1c1cc(=O)[nH]c2ccccc12 (centres undefined)
    98 | 115 | 101 | 78 | 103 | 90 | 94 | 97 | 100
33) O=C1/C(=C/c2cn(-c3ccccc3)nc2-c2ccccc2)SC(=S)N1C1CCCCC1
    107 | 108 | 102 | 99 | 90 | 102 | 99 | 104 | 97
34) CC(=O)c1ccc(NC(=O)CSc2nc3ccc([N+](=O)[O-])cc3[nH]2)cc1
    96 | 114 | 99 | 78 | 95 | 98 | 102 | 99 | 96
35) CN(C)CCCNC(=O)c1cc(NC(=O)c2cc(NC(=O)c3ccc(/C=C/c4ccccc4)cc3)cn2C)cn1C
    -15* | 42 | -16* | / | 0.8* | 49 | 33 | 35 | 78
36) COc1ccc(CNNC(=O)c2ncc[nH]2)c(OC)c1OC
    100 | 112 | 112 | 100 | 99 | 105 | 104 | 104 | 101
37) O=C(CCl)N1c2ccccc2Sc2ccc3ccccc3c21
    0.2* | -94* | -78* | 3.3* | -100* | -59* | -61* | -2.1* | 70
38) O=C1Cc2cc(-c3nnc(Nc4nc5ccccc5s4)s3)ccc2N1
    108 | 108 | 93 | 83 | 71 | 96 | 105 | 111 | 100
39) O=CNc1ccc2c(c1)Cc1cc([N+](=O)[O-])ccc1-2
    16 | / | 14 | 16 | 12 | 42 | 28 | 16 | 36
40) COc1c2c(c(OC)c3c1OC(=O)CC3c1coc3ccccc3c1=O)OCO2 (centres undefined)
    101 | 113 | 108 | 90 | 104 | 100 | 96 | 103 | 99

An excerpt of these results, as a markdown table:
| no. | molecule | U251 | HCC-2998 | KM12 | SNB-75 | HCT-116 | SF-268 | SF-539 | SF-295 | SNB-19 |
| --- | --- | --- | --- | --- | --- | --- | --- | --- | --- | --- |
| 33 | O=C1/C(=C/c2cn(-c3ccccc3)nc2-c2ccccc2)SC(=S)N1C1CCCCC1 | 107 | 108 | 102 | 99 | 90 | 102 | 99 | 104 | 97 |
| 9 | NC1=NC(Cn2nc(-c3ccccc3)c3ccccc3c2=O)=NNC(=O)N1 | / | 112 | 102 | 94 | 98 | 102 | 110 | 109 | 97 |
| 2 | CC(=O)[C@H]1CC[C@H]2[C@@H]3CC[C@@]45O[C@@H]4C(=O)CC[C@]5(C)[C@H]3CC[C@]12C | 94 | 116 | 94 | 65 | 79 | 101 | 103 | 92 | 98 |
| 12 | COc1cc(-c2nc(SCCC(C)C)nc(Nc3ccc([N+](=O)[O-])cc3[N+](=O)[O-])c2C#N)cc(OC)c1OC | 94 | 112 | 103 | 82 | 97 | 104 | 95 | 99 | 101 |

(more compounds)
Results follow in this order: U251 | HCC-2998 | KM12 | SNB-75 | HCT-116 | SF-268 | SF-539 | SF-295 | SNB-19
41) CCOC(=O)c1nn(-c2ccc(Cl)cc2)c(=N/N=C/c2c(O)cc3oc(C)cc(=O)c3c2OC)s1
    83 | 96 | 83 | 96 | 83 | 76 | 90 | 90 | 92
42) c1ccc(C2CC(c3cccc(OCCCCOc4cccc(C5=NOC(c6ccccc6)C5)c4)c3)=NO2)cc1 (centres undefined)
    99 | 112 | 105 | 85 | 99 | 102 | 106 | 101 | 103
43) CCO/C=N/C1=C(C#N)C(c2ccc(O)cc2)c2sc3c(F)cccc3c2O1 (centres undefined)
    91 | 116 | 99 | 82 | 100 | 96 | 100 | 107 | 100
44) CCOC(=O)c1c[nH]c(/C=N/O)c1C
    101 | 104 | 101 | 97 | 111 | 98 | 104 | 101 | 104
45) CS(=O)(=O)c1ccc(C(=O)c2ccc(F)cc2)cc1
    97 | 101 | 99 | 85 | 100 | 97 | 94 | 99 | 98
46) Cc1ccc(NC(=O)CC2Sc3ccccc3NC2=O)cc1C (centres undefined)
    90 | 110 | 96 | 74 | 99 | 94 | 98 | 102 | 111
47) CC(=O)N1N=C(c2cccs2)CC1c1[nH]c(C)c(C(=O)NCC(F)(F)F)c1C (centres undefined)
    104 | 109 | 102 | 92 | 105 | 95 | 97 | 104 | 97
48) CCCCCCCCCCCCCCCCN=C1NOCC1N (centres undefined)
    99 | 102 | 101 | 108 | 98 | 98 | 106 | 98 | 101
49) CCOC(=O)c1sc(N)nc1-c1ccccc1
    99 | 102 | 106 | 95 | 97 | 108 | 88 | / | 109
50) COc1ccc(C2CC(c3ccc(-c4ccccc4)cc3)=NN2c2ccc(S(N)(=O)=O)cc2)cc1 (centres undefined)
    67 | 58 | 37 | 82 | 57 | 68 | 99 | 86 | 65
51) NCCCCN
    100 | 120 | 108 | 118 | 100 | 115 | 100 | 103 | 102
52) Cc1nc2ncc(-c3n[nH]c(=S)o3)c(=O)n2[nH]1
    111 | 100 | 104 | 104 | 99 | 101 | 103 | 96 | 98
53) NC1c2ccccc2-c2ccccc21
    98 | 106 | 95 | 71 | 99 | 98 | 97 | 96 | 112
54) COc1cccc(/C=C2\COc3ccc(O)cc3C2=O)c1OC
    54 | 94 | 7.8* | 87 | 34 | 85 | 72 | 96 | 67
55) O=c1[nH]c(=O)n(C2OC(CO)C(O)C2O)cc1Br (centres undefined)
    97 | 96 | 100 | 105 | 83 | 99 | 98 | 104 | 98
56) CCCC/C(=C\C(=O)O)C(=O)O
    100 | 106 | 103 | 90 | 101 | 104 | 99 | / | 110
57) OCc1ncc(-c2ccccc2)s1
    / | 80 | 103 | 79 | 89 | 100 | 98 | 106 | 98
58) CN1CCN(c2ccc(C(=O)/C=C/c3ccc(C#N)cc3)cc2)CC1
    50 | 47 | 47 | 94 | 18 | 107 | 56 | 78 | 79
59) Nc1ccc2c(c1)/C(=C/c1cccnc1)c1ccccc1-2
    93 | 77 | 98 | 68 | 90 | 80 | 89 | 93 | 100
60) Cc1ccc(S(=O)(=O)Oc2ccc(Br)cc2Br)cc1
    48 | 78 | 46 | 65 | 49 | 76 | 82 | 69 | 76

Compound profiles, from the list above. Screens in order: U251, HCC-2998, KM12, SNB-75, HCT-116, SF-268, SF-539, SF-295, SNB-19
`O=c1[nH]c(=O)n(C2OC(CO)C(O)C2O)cc1Br` (centres undefined) in the list: 97, 96, 100, 105, 83, 99, 98, 104, 98
`Nc1ccc2c(c1)/C(=C/c1cccnc1)c1ccccc1-2` in the list: 93, 77, 98, 68, 90, 80, 89, 93, 100
`CN1CCN(c2ccc(C(=O)/C=C/c3ccc(C#N)cc3)cc2)CC1` in the list: 50, 47, 47, 94, 18, 107, 56, 78, 79
`Cc1nc2ncc(-c3n[nH]c(=S)o3)c(=O)n2[nH]1` in the list: 111, 100, 104, 104, 99, 101, 103, 96, 98
`OCc1ncc(-c2ccccc2)s1` in the list: /, 80, 103, 79, 89, 100, 98, 106, 98

More records follow:
Results follow in this order: U251 | HCC-2998 | KM12 | SNB-75 | HCT-116 | SF-268 | SF-539 | SF-295 | SNB-19
61) O=C1Nc2ccc(Cl)cc2/C1=N/c1n[nH]c(=S)s1
    95 | 112 | 100 | 101 | 107 | 100 | 101 | 102 | 102
62) COc1cc2nc(-c3ccsc3)cc(OCCCN3CCC(O)CC3)c2cc1OC
    80 | 59 | 71 | 75 | 26 | 63 | 77 | 50 | 61
63) Clc1ccc(Nc2ccnc(N3CCN(c4ccnc5cc(Cl)ccc45)CC3)n2)cc1
    52 | 65 | 37 | 28 | 14 | 57 | 62 | 19 | 58
64) CCOc1ccc(Nc2cccc3ccccc23)cc1
    96 | 104 | 93 | 91 | 84 | 108 | 96 | 96 | 97
65) COc1ccc(C2CC(c3ccc(Nc4nc(NCCO)nc(Nc5ccc(Cl)cc5)n4)cc3)=NN2c2cc(Cl)cc(Cl)c2)cc1 (centres undefined)
    83 | 102 | 88 | 78 | 94 | 69 | 86 | 100 | 101
66) CC(C)N1CCN(c2ccncc2S(=O)(=O)N2CCN(C)CC2)CC1
    99 | 106 | 99 | 81 | 100 | 107 | 100 | / | 99
67) COc1ccc(OC)c(-c2[nH]c3ncc(-c4ccc(F)cc4)n3c(=O)c2C#N)c1
    98 | 97 | 96 | 78 | 96 | 87 | 88 | 94 | 90
68) CC1=Nc2ccccc2C1(C)C
    95 | 114 | 99 | 78 | 99 | 101 | 103 | 119 | 103
69) CCO/C=C1\SC(=S)N(Cc2ccccc2)C1=O
    97 | 115 | 103 | 84 | 102 | 98 | 112 | 103 | 92
70) Cc1[nH]c(C(=O)Nc2ccc(C(=O)NCC3CCNCC3)cc2OC(C)C)c(Cl)c1Cl
    8.9* | 55 | 56 | 45 | 33 | 77 | 84 | 73 | 64
71) Nc1cc(F)c(-c2ccc(F)cc2)cc1NC(=O)N1Cc2nccnc2C1
    87 | 97 | 94 | 85 | 67 | 89 | 84 | 84 | 91
72) COc1cc(C2CC(c3ccc4c(c3)OCO4)=NN2C=O)ccc1OCCN(C)C (centres undefined)
    99 | 96 | 102 | 77 | 88 | 100 | 105 | 104 | 101
